Bioassay records: PubChem BioAssay, National Center for Advancing Translational Sciences (NCATS)
aSyn tox rescue: rescues yeast growth from alpha-synuclein toxicity; S. cerevisiae alpha-synuclein toxicity rescue, BacTiter-Glo growth, 24 h; Potency, µM (highest dose often 46.1 µM), inactives show at the top dose growth rescue (activation), most hits filed as activators; 0.02% of 94,000 active; AID 1347070; active = well fitted activation curve with a large enough effect; also: 0% is about no effect
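Growth restoration measured by BacTiter-Glo luminescence after 24 hr at 30 deg C; alpha-synuclein yeast, raffinose-pregrown to mid-log, were added at OD600=0.02 in galactose medium onto pinned compounds.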
* hit, by the source's call; & = joins results of further samples. Potency is read from the fitted curve at half-maximal effect. A portion of the library; count on the stated rates, not on these rows.

SMILES | aSyn tox rescue
COc1ccc(-n2c(=S)[nH]c3cc(C(=O)Nc4cccc(C)c4)ccc3c2=O)cc1 | 4%
Oc1c(C(c2ccccc2F)N2CCC3(CC2)OCCO3)sc2nc(-c3ccco3)nn12 (stereo unspecified) | 7%
Cc1ccc(Cl)cc1NC(=O)Cn1cc(S(=O)(=O)Cc2ccccc2Cl)c2ccccc21 | 0%
ClC1(CNc2ccccc2)CCN(Cc2ccccc2)CC1 | 5%
COc1ccc(COc2cccc3ccc(C)nc23)cc1F | 4%
CCN(CC)C(=O)C1=C(C)N(CCC2=CCCCC2)C(=O)C(CC(=O)NCCCN(C)C)C1 (stereo unspecified) | 2%
Cc1c(NC(=O)c2cc(-c3cccc(Cl)c3)on2)c(=O)n(-c2ccccc2)n1C | -6%&-5%
O=C(O)c1nccnc1C(=O)NCCc1c[nH]c2ccccc12 | 5%
COc1cccc(NC(=O)CSC2=Nc3ccccc3C3=NC(CCC(=O)NC4CCCCC4)C(=O)N23)c1 (stereo unspecified) | -13%
Cc1ccc(CN(C(=O)COc2ccc(Cl)cc2C)C2CCS(=O)(=O)C2)o1 (stereo unspecified) | 4%
C=CCNS(=O)(=O)c1cc(S(=O)(=O)NCC=C)c(OC)cc1OC | -2%
Cc1c(C(=O)NCc2ccc(Cl)cc2)sc2nc3n(c(=O)c12)CCCC3 | -9%
COc1ccc(CC(=O)Nc2cccc3ccccc23)cc1OC | -15%
CCCc1nc(SCC(=O)N2CCC(C)CC2)c2c(=O)n(C)c(=O)n(C)c2n1 | 8%
COc1cccc(NC(=O)c2ccc3nc(Cc4ccccc4)oc3c2)c1 | 4%
CC(C)c1cc(C(=O)NC(C)c2ccccc2)no1 (stereo unspecified) | -4%
COc1ccc(Br)cc1CNC(=O)CCSCc1ccc(Cl)cc1 | -9%
Cc1ccc(NC(=O)Nc2cnc3ccccc3c2)cc1 | -1%
CN(C)S(=O)(=O)c1ccc(C(=O)NCCN2C(=O)S/C(=C\c3cccnc3)C2=O)cc1 | -4%
CCOCc1nc2nc(Cl)c(Cl)nc2[nH]1 | 3%
Cc1ccc(NC(=O)CSc2nc(=O)n(Cc3ccco3)c3c2CCC3)cc1F | 3%
Cc1csc(=O)n1CC(=O)OCC(=O)c1ccc(Br)cc1 | 2%

4 compounds picked at random from those above, as already listed:
SMILES | aSyn tox rescue
COc1cccc(NC(=O)c2ccc3nc(Cc4ccccc4)oc3c2)c1 | 4%
Cc1ccc(Cl)cc1NC(=O)Cn1cc(S(=O)(=O)Cc2ccccc2Cl)c2ccccc21 | 0%
Cc1ccc(NC(=O)Nc2cnc3ccccc3c2)cc1 | -1%
C=CCNS(=O)(=O)c1cc(S(=O)(=O)NCC=C)c(OC)cc1OC | -2%

Filtered by structure: the entries above with an aryl methoxy group
SMILES | aSyn tox rescue
COc1ccc(-n2c(=S)[nH]c3cc(C(=O)Nc4cccc(C)c4)ccc3c2=O)cc1 | 4%
COc1ccc(COc2cccc3ccc(C)nc23)cc1F | 4%
COc1cccc(NC(=O)CSC2=Nc3ccccc3C3=NC(CCC(=O)NC4CCCCC4)C(=O)N23)c1 (stereo unspecified) | -13%
C=CCNS(=O)(=O)c1cc(S(=O)(=O)NCC=C)c(OC)cc1OC | -2%
COc1ccc(CC(=O)Nc2cccc3ccccc23)cc1OC | -15%
COc1cccc(NC(=O)c2ccc3nc(Cc4ccccc4)oc3c2)c1 | 4%
COc1ccc(Br)cc1CNC(=O)CCSCc1ccc(Cl)cc1 | -9%
